Screening data from PubChem.
PKA-R1A activ – activates the PKA-R1A holoenzyme complex; P00514+P68181; PKA-R1A dissociation, Cy5-IP20 fluorescence polarization; scaled: DMSO 0%, 113 µM cGMP 100%; activation, % at 11.4 µM; 340,000 compounds, 0.083% hits;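 active = percent activation above the mean of all tested compounds plus 3 SD, cut at about 19% in these data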;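 also: higher means more PKAc released from R1A so a rise in polarization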
PfHsp90 yeast 2 – growth inhibition of yeast expressing Plasmodium Hsp90. inhibition, % at 9.4 µM. S. cerevisiae expressing PfHsp90, BacTiter-Glo ATP, 48 h; yeast lacking PDR1 and PDR3 efflux regulators. 310,000 compounds, 0.32% hits;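 active = every replicate shows inhibition above about 80%, whatever the replicate mean, limit read from the data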;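 also: 0% = DMSO neutral controls and 100% = 20 µM radicicol positive controls; yeast relying on Plasmodium falciparum Hsp90 in place of its own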
OPRM1-OPRD1 inv – inverse agonist of human OPRM1-OPRD1 heterodimerization | 340,000 compounds, 0.21% hits | inhibition, % at 9.3 µM | cell-based MOR-DOR heterodimer luminescence, inverse agonism | P35372+P41143; in the data active = inhibition above about 22%, passing the limit was not always enough;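 also: 0% = cells with DMSO and 100% = wells without cells with DMSO; values of inactives mirror those of a sister screen read the other way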
Mot1-301 SUMO – SUMOylation pathway inhibition by Mot1-301 growth rescue; growth rescue, % at 18.8 µM; S. cerevisiae Mot1-301 growth rescue, ATP luminescence, 38.5C; percent above DMSO median, 100 means doubled; 320,000 compounds, 1% hits; AID 2716;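 active = every valid replicate shows activation above 250% relative to neutral control wells; inactive = the rest, any valid replicate at or below 250%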;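 also: OY570 slx delta 5 strain wells were the positive control but not used for scaling; some compounds called inactive have numbers as strong as hits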
Pemphigus Ab inh – inhibitors of pemphigus antibody binding to human desmoglein-3. P32926. DSG3-coupled beads, scFv-anti-DSG3-GFP binding, flow cytometry; active compounds read low. binding (percent of control), % at 10 µM. 310,000 compounds, 0.48% hits. AID 588358;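 active = binding more than 3 SD below its plate's average and above zero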;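 also: hits lower antibody fragment binding to DSG3; some compounds called inactive have numbers as strong as hits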
E coli growth – reduces bacterial viability in AddAB counter-screen; AID 449728; E. coli V3065 growth, OD600 absorbance, 18 h; 330,000 compounds, 0.27% hits; inhibition, % at 11.9 µM;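 active = inhibition above the campaign's mean inhibition across all tested compounds plus 3 SD, cut at about 9.9% in these data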;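 also: uninfected addAB+ strain grown without phage in ampicillin broth; 0% = DMSO wells and 100% = ciprofloxacin 0.95 µg/ml wells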
AddAB inh – less growth of phage-infected E. coli with AddAB; E. coli expressing H. pylori AddAB, absorbance growth; AID 435030; inhibition, % at 11.9 µM; 330,000 compounds, 0.29% hits; in the data active = inhibition above about 12%;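 also: 0% = vehicle wells of infected cells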
OPRM1-OPRD1 ag – OPRM1-OPRD1 heterodimerization agonism | P35372+P41143 | 340,000 compounds, 0.3% hits | cells, luminescence | activation, % at 9.3 µM; in the data active = activation above about 18%;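 also: 0% = vehicle-treated cells and 100% = reference agonist; values of inactives mirror those of a sister screen read the other way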
phage Ecoli inh – E. coli growth loss with phage present; 360,000 compounds, 0.26% hits; growth absorbance; inhibition, % at 11.9 µM; AID 651602; in the data active = inhibition above about 11%
HTR5A inv ctr – HTR5A inverse agonism, opioid heterodimer counter-screen; P47898; HTR5A cell line, luminescence; inhibition, % at 9.3 µM; 340,000 compounds, 0.083% hits; in the data active = inhibition mostly above about 23%, no sharp cut-off; inactive = mostly below about 18%;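 also: 0% = cells with DMSO and 100% = no-cell wells with DMSO; some compounds called inactive have numbers as strong as hits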
Target sequence (P47898 whole entry, looked up): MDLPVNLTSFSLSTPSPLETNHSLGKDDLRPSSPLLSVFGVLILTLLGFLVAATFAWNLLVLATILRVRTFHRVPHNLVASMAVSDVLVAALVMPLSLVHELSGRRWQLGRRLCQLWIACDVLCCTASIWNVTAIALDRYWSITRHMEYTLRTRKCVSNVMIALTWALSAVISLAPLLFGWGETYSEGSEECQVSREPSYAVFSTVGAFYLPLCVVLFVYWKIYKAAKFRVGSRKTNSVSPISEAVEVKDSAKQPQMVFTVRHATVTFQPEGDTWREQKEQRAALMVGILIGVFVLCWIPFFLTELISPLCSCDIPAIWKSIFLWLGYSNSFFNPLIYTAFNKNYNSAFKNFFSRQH
HTR5A ag – counter-screen for OPRM1-OPRD1 agonists: human HTR5A agonism; P47898; HTR5A agonist assay, luminescence, cell-based; activation, % at 9.3 µM; 340,000 compounds, 0.61% hits; AID 504692; in the data active = activation mostly above about 9.5%, no sharp cut-off; inactive = mostly below about 7.6%;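 also: 0% = cells with vehicle only and 100% = reference agonist; strong numbers were not always called active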
* marks the source's active call; other numbers are inactive results; i = inactive; . = no result given.

SMILES	PKA-R1A activ	PfHsp90 yeast 2	OPRM1-OPRD1 inv	Mot1-301 SUMO	Pemphigus Ab inh	E coli growth	AddAB inh	OPRM1-OPRD1 ag	phage Ecoli inh	HTR5A inv ctr	HTR5A ag
O=C1COc2ccc(C(=O)CSc3nnnn3-c3ccccc3)cc2N1	-7.9	5.6	-1.7	-0.7	105.5	3.4	5.0	0.3	5.2	3.2	3.3
CN(CC(=O)Nc1ccc(Cl)c(C(F)(F)F)c1)C(=O)C1CC(=O)N(C2CCCC2)C1 (stereo unspecified)	-3.4	19.6	5.6	-17.0	103.8	-3.5	0.2	-1.5	2.4	3.6	0.9
C=CCN1C(=O)N/C(=C/c2ccc(C)o2)C1=O	-4.8	8.5	3.2	-11.3	102.1	0.6	1.5	-0.5	3.2	9.6	0.6
Cc1[nH]n(-c2ccccc2)c(=O)c1N=O	4.6	-10.2	20.0	13.1	103.7	-2.6	-0.8	-4.2	1.1	-8.0	-3.2
COCC(=O)n1nc(-c2ccccc2)nc1NCc1ccccc1	12.1	2.0	12.4	.	100.1	.	.	-2.1	6.2	4.0	-1.6
C#CC1(O)CCC2C3CCc4cc(O)cc(C)c4C3CCC21C (stereo unspecified)	-6.2	.	14.6	.	100.8	.	.	-2.9	1.0	11.4	-2.9
N=C1C(c2ccccc2)=C(O)CN1c1cccc(S(=O)(=O)Nc2cccc(C(F)(F)F)c2)c1	-15.7	-8.4	8.3	6.5	105.1	0.4	1.3	-1.2	3.6	-4.9	1.8
O=C(Nc1ccc(F)cc1)NC1(C(=O)NCc2cccs2)CCCCC1	4.7	-7.7	12.8	-7.7	106.6	0.1	-0.3	-2.3	0.5	-8.2	3.2
O=C(NC1=NCCS1)c1ccc(-c2ccc(Cl)cc2)o1	-3.3	-0.9	7.1	6.6	83.7	3.3	-1.4	-1.3	4.8	-14.0	1.1
COc1ccc(N2CCN(CC(=O)c3c(C)n(C)c4ccc(OC)cc34)CC2)cc1	.	-12.0	.	-1.5	93.4	-0.7	2.1	.	2.2	.	.
Cc1ccc(CNc2ccc(N3C(=O)CC(C)C3=O)cc2[N+](=O)[O-])cc1 (stereo unspecified)	0.6	-4.9	12.5	2.8	.	-0.5	1.0	-2.4	0.1	-8.1	-5.6
O=C(CN1C(=O)NC2(CCCC2)C1=O)OCCOc1ccccc1Cl	-4.4	9.0	7.5	6.1	100.2	1.4	1.2	-1.1	2.4	3.5	-1.4
Cc1nn(C)c(C)c1NC(=O)c1ccc(S(=O)(=O)N(C)C)cc1	-1.1	9.4	-6.2	-23.8	96.1	2.3	0.3	1.0	0.9	-25.1	9.6
COc1ccc(C(CNC(=O)c2cc(S(=O)(=O)Nc3cccc(C)c3)ccc2C)N2CCOCC2)cc1 (stereo unspecified)	-11.5	.	-5.1	.	102.8	.	.	1.3	1.4	12.6	-0.5
CCOC(=O)c1nc(Nc2ccc(C(=O)O)cc2)c2ccccc2n1	-6.7	-30.9	12.7	7.1	.	-1.4	3.1	-3.0	1.3	11.5	-4.6
N/C(=N\OC(=O)COc1ccc(Br)cc1)c1ccncc1	-13.1	-11.6	-22.9	7.4	98.6	0.1	-0.2	3.8	2.8	-5.9	2.2
Cc1ccc(OCc2cnc(Cl)s2)c(C)c1	0.7	3.0	-30.4	46.2	658.1	0.3	3.7	6.1	2.4	3.1	4.3
O=C(COc1ccc(Cl)cc1Cl)Nc1ccc(Cl)cn1	-8.1	-2.5	-39.0	-26.9	81.8	3.5	1.4	6.2	1.3	-1.7	0.7
COc1cc(CCC(O)CC(=O)CCc2ccccc2)ccc1O (stereo unspecified)	-7.0	4.7	13.6	3.4	107.2	-0.5	2.7	-2.7	2.0	18.0	4.4
COC(=O)c1cccc(NC(=O)c2cnccn2)c1	6.3	-14.5	1.8	1.2	95.7	.	.	-0.4	2.2	-16.9	4.6
Cc1nc2ccccc2c(=O)n1/N=C/c1ccccc1	3.1	-30.3	-3.4	-1.0	96.4	-2.9	1.9	0.6	0.6	-8.4	3.6
C=CCn1c(SCC(=O)c2ccc(Br)cc2)nnc1C(CC(C)C)NC(=O)c1cccs1 (stereo unspecified)	-9.4	.	-8.7	-15.0	100.7	0.3	5.0	1.8	1.6	21.7	-9.1
CCc1ccc2c(c1)c1nc(C)sc1n2CC(=O)OC	6.2	-16.1	-10.3	-2.9	99.2	-1.9	1.3	1.9	3.0	22.1	1.4
CC1CCCN(S(=O)(=O)c2cccc(C(=O)NCc3ccco3)c2)C1 (stereo unspecified)	-3.1	4.0	15.9	-15.1	.	0.2	1.0	-4.2	0.6	15.6	-5.1
COc1ccc(Cn2nnnc2C(c2cccs2)N2CCN(c3ccc([N+](=O)[O-])cc3)CC2)cc1 (stereo unspecified)	-5.1	.	10.8	-0.1	96.1	0.9	2.3	-1.9	4.5	4.6	-2.5
O=C(O)c1cnc(-c2ccccc2)nc1-c1ccccc1	-3.0	-11.7	7.4	37.4	94.8	-1.6	1.3	-1.0	5.2	10.3	-3.7
Cc1ccc(S(=O)(=O)c2c(N)n(CCCO)c3nc4ccccc4nc23)cc1	-24.6	-3.9	17.8	12.0	101.2	2.4	0.0	-3.0	0.7	13.1	3.1
CC1=C(C#N)C(C)C2=C(CC(C)(C)CC2=O)N1 (stereo unspecified)	-3.1	-5.9	2.9	195.9	75.5	-0.3	1.1	-0.5	0.5	-29.3	-2.5
COc1cccc(OC)c1C(=O)N1CCN(Cc2ccccc2C(F)(F)F)CC1	2.3	-0.5	11.2	-2.8	.	-1.0	2.0	-2.7	-0.1	9.7	4.7
Cn1c(=O)[nH]c(=O)c2c1nc(SCCN1CCCCC1)n2Cc1ccccc1	1.8	1.2	13.2	40.5	98.3	-0.1	-0.5	-2.6	1.9	-2.2	0.4
CCOc1ccc(NC(=O)CCNS(=O)(=O)c2ccc(Br)s2)cc1	-12.6	6.1	-12.8	-11.3	95.1	-2.1	-1.8	2.0	1.9	0.6	-0.2
COc1cn(-c2ccccc2)nc1C(=O)Nc1ccc(C)cc1Cl	-2.9	-25.2	-14.4	-3.9	93.0	-3.2	2.0	2.2	-0.1	-3.6	1.3
COC(=O)Cn1cc(C(=O)c2cccs2)c2ccccc21	-7.6	.	0.4	-1.9	.	-1.2	-0.9	-0.1	0.8	-0.3	-2.7
COc1cc(NC(=O)CN2C(=O)COc3ccc(S(=O)(=O)N4CCCCC4)cc32)cc(OC)c1	-11.5	-1.3	4.7	-3.8	.	-2.5	3.2	-0.9	0.3	1.0	-2.2
CC(=O)N1CCN(c2ccc(Oc3ccc([N+](=O)[O-])c(C(F)(F)F)c3)cc2)CC1	-4.0	25.0	-7.4	1.1	112.1	1.7	3.2	1.4	.	-6.3	2.4
COC(=O)c1c[nH]n2c(=O)c(Cc3ccc(F)cc3Cl)c(C)nc12	-5.8	12.5	5.5	-18.2	96.7	-2.2	-2.3	-1.0	1.7	-27.9	-2.0

Six neighbouring entries already listed:
SMILES	PKA-R1A activ	PfHsp90 yeast 2	OPRM1-OPRD1 inv	Mot1-301 SUMO	Pemphigus Ab inh	E coli growth	AddAB inh	OPRM1-OPRD1 ag	phage Ecoli inh	HTR5A inv ctr	HTR5A ag
Cn1c(=O)[nH]c(=O)c2c1nc(SCCN1CCCCC1)n2Cc1ccccc1	1.8	1.2	13.2	40.5	98.3	-0.1	-0.5	-2.6	1.9	-2.2	0.4
CCOc1ccc(NC(=O)CCNS(=O)(=O)c2ccc(Br)s2)cc1	-12.6	6.1	-12.8	-11.3	95.1	-2.1	-1.8	2.0	1.9	0.6	-0.2
COc1cn(-c2ccccc2)nc1C(=O)Nc1ccc(C)cc1Cl	-2.9	-25.2	-14.4	-3.9	93.0	-3.2	2.0	2.2	-0.1	-3.6	1.3
COC(=O)Cn1cc(C(=O)c2cccs2)c2ccccc21	-7.6	.	0.4	-1.9	.	-1.2	-0.9	-0.1	0.8	-0.3	-2.7
COc1cc(NC(=O)CN2C(=O)COc3ccc(S(=O)(=O)N4CCCCC4)cc32)cc(OC)c1	-11.5	-1.3	4.7	-3.8	.	-2.5	3.2	-0.9	0.3	1.0	-2.2
CC(=O)N1CCN(c2ccc(Oc3ccc([N+](=O)[O-])c(C(F)(F)F)c3)cc2)CC1	-4.0	25.0	-7.4	1.1	112.1	1.7	3.2	1.4	.	-6.3	2.4

Further compounds follow:
SMILES	PKA-R1A activ	PfHsp90 yeast 2	OPRM1-OPRD1 inv	Mot1-301 SUMO	Pemphigus Ab inh	E coli growth	AddAB inh	OPRM1-OPRD1 ag	phage Ecoli inh	HTR5A inv ctr	HTR5A ag
COc1ccc(CCC(=O)OCc2csc(CC(=O)Nc3ccccc3C)n2)cc1	-6.1	-5.8	11.5	-19.8	.	-0.4	3.2	-2.1	0.6	-5.2	-0.5
Cc1ccc(C(=O)CCC(=O)N2CCN(c3ccccc3O)CC2)cc1	-10.0	1.0	-43.2	i	109.0	0.8	3.6	6.6	1.2	-12.5	2.2
O=C(NCc1ccc2c(c1)OCO2)c1ccc(N2CCCC2=O)cc1	-1.1	-14.9	10.1	-11.6	.	-0.2	1.5	-1.6	2.1	-12.6	4.4
CCN(CC)CCNC(=O)c1ccc(NC(=O)c2cccc(S(=O)(=O)N3CCCCCC3)c2)cc1	-3.1	0.5	-0.6	.	108.0	.	.	0.1	1.2	14.4	-5.8
Cn1nnnc1SCc1ccc(C(=O)Nc2ccccc2F)cc1	-5.7	-1.7	3.8	302.7	106.5	0.5	0.0	-0.7	3.7	-15.0	-3.2
O=c1[nH]nc(SCCS(=O)(=O)c2ccc(F)cc2)n1-c1ccccc1C(F)(F)F	-9.2	6.6	9.6	146.4	98.2	-1.1	0.8	-1.9	0.6	6.7	-2.4
CC(=O)c1cccc(S(=O)(=O)N2CCC(C(=O)O)CC2)c1	-3.9	-12.1	13.6	-0.4	98.1	1.5	1.4	-2.6	2.4	6.9	-0.8
O=C(CNCc1ccc(Cl)cc1)Nc1cc(S(=O)(=O)N2CCCC2)ccc1Cl	-4.6	.	-1.0	.	101.1	.	.	0.3	-0.1	-16.5	2.1
COc1ccccc1NS(=O)(=O)c1cc([N+](=O)[O-])ccc1N/N=C/c1c[nH]c2ccccc12	-5.2	.	-15.2	10.7	150.6	-2.1	2.5	2.8	1.9	16.7	-12.4
O=C(Nc1ccncc1)c1ccc(Cl)cc1	0.6	-0.3	3.6	6.0	107.9	-3.6	-3.9	-0.8	-0.1	-21.6	6.0
Cc1cccn2c(CNCC(C)Oc3cccnc3)c(C(=O)N3CCOCC3)nc12 (stereo unspecified)	-0.2	-2.3	3.9	-18.4	98.1	-0.9	-0.9	-0.8	0.6	-9.3	1.7
CCc1c(-c2n[nH]c(=S)n2Cc2ccccc2)csc1C	-18.5	-3.6	-45.8	12.2	124.7	1.2	2.3	8.3	1.3	17.9	4.2
